Screens: PubChem BioAssay, National Center for Advancing Translational Sciences (NCATS)
RGS4 inh – inhibitors of human regulator of G protein signaling 4 | P49798 | Transcreener GDP fluorescence polarization, RGS4-accelerated GTP hydrolysis | Potency, µM (highest dose often 114 µM), for inactives: at the highest dose activity change, negative = inhibition, actives largely listed as inhibitors | actives 0.039% (n = 390,000); note: potency is the fitted concentration of half-maximal effect; % is set by controls: 0 for no effect and ±100 for the full control effect; nearly all actives have a fitted effect of over 75% in size; some results filed as inactive show a strong effect at the top dose
Target sequence (P49798 whole entry, looked up): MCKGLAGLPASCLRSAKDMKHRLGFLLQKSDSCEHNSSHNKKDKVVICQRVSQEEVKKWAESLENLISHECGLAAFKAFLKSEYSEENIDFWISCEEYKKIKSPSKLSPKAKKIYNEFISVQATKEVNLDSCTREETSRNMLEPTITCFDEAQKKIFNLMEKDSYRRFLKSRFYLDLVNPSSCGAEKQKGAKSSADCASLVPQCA
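MLSMR compounds (23 nl, pin-transferred) preincubated 10 min at room temperature with a 500nM (2x) first reagent, then RGS4 at 900nM (2x) plus Transcreener GDP mix added; fluorescence polarization (620/688 nm) read before and after 90 min at 30 °C.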
rTrxR1 inhibitor – rat TrxR1 inhibition | O89049 | recombinant rTrxR1, NADPH fluorescence consumption, selenite substrate | Potency, µM (highest dose often 114 µM), for the others: at the highest dose activity change, negative = inhibition, hits mostly inhibitors | actives 1% (n = 390,000); note: potency is the fitted concentration of half-maximal effect; % is set by controls: 0 for no effect and ±100 for the full control effect; nearly all actives have a fitted effect of over 65% in size
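Rat TrxR1 (90 nM in the dispensed reagent) was pre-reduced with 400 uM NADPH for 5 min at room temperature, then incubated with compound for 15 min. After 400 uM selenite was added, NADPH fluorescence (Ex 340/Em 450 nm) was followed for 8 min.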
LDHA inh – LDHA (human) enzyme inhibition; activity change, % (values are at about 110 or 230 µM); actives 0.15% (n = 480,000); purified LDHA, NADH/diaphorase-resazurin fluorescence; hits give low values; P00338; AID 1347041; in the data active = activity change below about -30%; inconclusive = mostly about -25% to -30%;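 note: plate controls were DMSO wells for no effect and wells without enzyme for full effect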
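Human LDH5 at 2 nM final in Tris HCl pH 7.4 with 0.06 mM NADH and 0.2 mM pyruvate, reacted 5 minutes at room temperature. Remaining NADH coupled via diaphorase/resazurin; resorufin fluorescence read at 0 and 20 minutes, normalized to enzyme-free and DMSO wells.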
TrxR1 substrate – is turned over as a substrate by rat TrxR1; purified TrxR1 substrate turnover, NADPH consumption readout; actives 0.01% (n = 390,000); Potency, µM (top dose mostly 114 µM), inactives show top-dose activity change, negative = substrate turnover; O89049; note: potency is the fitted concentration of half-maximal effect; % is set by controls: 0 for no effect and ±100 for the full control effect; nearly all actives have a fitted effect of over 50% in size
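Rat TrxR1, dispensed at 90 nM, was prereduced with 400 uM NADPH (final) for 5 min at ~22 deg C, then incubated with compound 15 min before 400 uM selenite. A first-read NADPH fluorescence drop versus no-compound background flagged substrates.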
Vif-APOBEC3G blk – Vif-A3G binding inhibition. actives 0.076% (n = 410,000). Potency, µM (titrated, usually from 46.1 µM), for the others: at the highest dose activity, negative = active, usual class: inhibitors. Q9HC16. HeLa A3G-eYFP + Vif (tagged APOBEC3G with the HIV-1 protein that degrades it), YFP fluorescence, overnight;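 note: potency is the fitted concentration of half-maximal effect; % is set by controls: 0 for no effect and ±100 for the full control effect; nearly all actives have a fitted effect of over 60% in size; hits raise eYFP signal because A3G escapes Vif-driven loss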
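Read-out is eYFP fluorescence (Ex 488/Em 500-530) from Vif-expressing HeLa A3G-eYFP cells; more signal means A3G escaped Vif-mediated degradation. Cells plated overnight, compound pinned in, incubated overnight at 37 deg C.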
IDH1 R132H inh – blocks human mutant IDH1 R132H enzyme; actives 0.093% (n = 390,000); IDH1-R132H enzyme, NADPH consumption, diaphorase/resazurin fluorescence; Potency, µM (titrated, usually from 76.6 µM), for inactives: at the top dose activity change, negative = inhibition, hits mostly inhibitors; O75874; note: potency is the fitted concentration of half-maximal effect; % is set by controls: 0 for no effect and ±100 for the full control effect; nearly all actives have a fitted effect of over 65% in size
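IDH1-R132H (0.5 ug/mL dispensed) in pH 7.5 Tris buffer was preincubated 30 min with compound, then given a substrate mix of 0.016 mM NADPH and 2 mM alpha-KG for 80 min at room temperature; remaining NADPH was read by diaphorase/resazurin fluorescence.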
Vif-A3F inh – Vif-A3F binding inhibition; HeLa A3F-eYFP + Vif (tagged APOBEC3F with the HIV-1 protein that degrades it), YFP fluorescence increase; Potency, µM (highest dose often 46.1 µM), without a hit: top-dose activity, negative = active; actives 0.2% (n = 390,000); note: potency is the fitted concentration of half-maximal effect; % of control where 0% means no effect; nearly all actives have a fitted effect of over 65% in size
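Fluorescence increase (Ex 488/Em 500-530) after overnight compound treatment at 37 deg C flags inhibition of Vif-driven A3F-eYFP loss in stable HeLa A3F-eYFP/Vif cells seeded overnight beforehand.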
USP1 inh – blocks the human USP1/UAF1 deubiquitinase complex; O94782; recombinant USP1/UAF1, Ub-Rhodamine cleavage fluorescence; Potency, µM (series often up to 57.1 µM), without a hit: top-dose activity change, negative = inhibition, hits mostly inhibitors; actives 0.23% (n = 390,000); AID 743255; note: potency is the fitted concentration of half-maximal effect; % is set by controls: 0 for no effect and ±100 for the full control effect; nearly all actives have a fitted effect of over 60% in size; inactives centre near -12
Target sequence (O94782 whole entry, looked up): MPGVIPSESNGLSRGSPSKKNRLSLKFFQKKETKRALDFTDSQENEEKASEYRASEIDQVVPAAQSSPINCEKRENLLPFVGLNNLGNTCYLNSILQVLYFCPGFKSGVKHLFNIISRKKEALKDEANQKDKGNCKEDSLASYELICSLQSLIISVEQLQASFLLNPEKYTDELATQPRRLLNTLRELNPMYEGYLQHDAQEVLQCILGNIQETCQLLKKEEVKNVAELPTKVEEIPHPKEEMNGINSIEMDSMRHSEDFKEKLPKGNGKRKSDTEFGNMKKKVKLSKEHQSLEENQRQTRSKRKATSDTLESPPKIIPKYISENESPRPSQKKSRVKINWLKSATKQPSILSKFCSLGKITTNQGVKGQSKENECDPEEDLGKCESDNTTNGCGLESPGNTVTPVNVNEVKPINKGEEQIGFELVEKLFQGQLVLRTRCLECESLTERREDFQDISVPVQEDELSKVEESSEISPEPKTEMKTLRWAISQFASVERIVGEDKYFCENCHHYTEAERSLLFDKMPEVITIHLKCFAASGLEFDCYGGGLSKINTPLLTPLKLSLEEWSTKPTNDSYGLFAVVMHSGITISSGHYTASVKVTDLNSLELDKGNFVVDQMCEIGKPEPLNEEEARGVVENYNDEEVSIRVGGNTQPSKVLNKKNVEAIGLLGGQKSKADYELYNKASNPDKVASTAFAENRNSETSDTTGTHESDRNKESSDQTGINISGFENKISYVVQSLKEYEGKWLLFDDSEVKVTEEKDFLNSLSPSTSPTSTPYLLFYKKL
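High-throughput fluorogenic screen: 1nM USP1/UAF1 complex, Ub-Rho substrate 150nM final, 50mM HEPES pH 7.8 with 0.5mM EDTA, 0.1 mg/ml BSA, 1mM TCEP and 0.01% Tween-20.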
GRP78 ERSR act – inducers of ER stress response in human glioma cells; Potency, µM, without a hit: at the highest dose activation, usual class: activators; AID 602332; U87-MG GRP78 promoter luciferase reporter, 16 h; actives 0.02% (n = 420,000); note: potency is the fitted concentration of half-maximal effect; series mostly up to about 76 µM; % of control where 0% means no effect; nearly all actives have a fitted effect of over 35% in size
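Stably transfected U87-MG human glioma cells carrying a GRP78-based luminescent sensor were seeded at 1000 cells/well, pin-dosed with compounds and incubated 16 h. Luciferase reagent was then added, and end-point luminescence was read after 10 min at room temperature.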
* = called active by the depositor; ? = inconclusive; · = not tested or not shown; & = joins results of further samples; [ ] = another dose, or the depositor's remark. Unless noted, calls come from the whole dose curve; as a rule, active = well fitted curve in the direction sought with a large enough effect; inconclusive = small, poorly fitted or top-dose-only effect, or another doubt; inactive = no such curve, though single readings can be large; an effect the other way counts as inactive or inconclusive. This is a subset; count on the stated rates, not on these rows.

SMILES	RGS4 inh	rTrxR1 inhibitor	LDHA inh	TrxR1 substrate	Vif-APOBEC3G blk	IDH1 R132H inh	Vif-A3F inh	USP1 inh	GRP78 ERSR act
Cc1ccccc1Cn1c(C(=O)O)c(CNCc2cccc(F)c2)c2ccccc21	33%	9%	-13	-1%	0%	0%	-4%	-13%	-3%
N#CC(C#N)=CN=c1ccn(Cc2ccc(Cl)cc2Cl)cc1	?	10%	-5	5%[2.29 µM]	-10%	-3%	6%	-19%	-5%
COc1cc(OC)c(C(=O)NCc2ccc3c(c2)OCO3)cc1OC	-4%[56.9 µM]	-3%	-8	-5%	-6%	0%	-1%	-14%	-3%
CC(=C1C(=O)c2ccccc2C1=O)N1CCN(Cc2ccccc2)CC1	-33%	-29%	3	7%	-3%	1%	-25%	-20%	-3%
CC(=O)c1cccc(NC(=O)C2CCCN(c3nnc(-n4cccc4)s3)C2)c1 (stereo not drawn)	-18%	13%	3	4%	1%	13%	0%	-22%	-4%
O=C(/C=C/c1ccc(F)cc1)N1CCCc2ccccc21	-16%	-5%[57.1 µM]	-8	-1%[57.1 µM]	-1%	5%	-4%	0%	-3%
O=C1/C(=C/c2cccs2)Sc2ccccc21	-14%	0%	-1	-6%	-6%	-3%	-25%	1%	2%
CCCC[C@@H]1C=C(C(=O)O)[C@H](c2ccc(Cl)cc2)N1S(=O)(=O)c1ccc(C)cc1	5%	-6%	-8	0%	-11%	4%[38.3 µM]	4%	-19%	-2%
O=C(COC(=O)C1=COCCO1)Nc1ccccc1Oc1ccccc1	-1%	9%[57.1 µM]	-8	3%[57.1 µM]	3%	-1%	0%	3%	2%
C/C(=N/NC(=O)c1ccncc1)c1ccc(NC(=O)c2ccc(Cl)cc2Cl)cc1	-28%	35%	-2	8%	7%	0%	1%	-23%	-1%
CCOc1cc(/C=C(\C#N)C(=O)NCC2CCCO2)ccc1O (stereo not drawn)	1%&-4%	-21%&-11%	0&5	-22%&-16%	-2%&-8%	0%&4%	-2%&2%	2%&-19%	0%&-1%
COc1ccc(C2C(C#N)=C(N)Nc3nc4ccccc4n32)cc1 (stereo not drawn)	-5%	13%	-7	1%	0%	5%	-9%	-1%	0%

Given with values under each structure: part of the list above.
Screens in order – RGS4 inh	rTrxR1 inhibitor	LDHA inh	TrxR1 substrate	Vif-APOBEC3G blk	IDH1 R132H inh	Vif-A3F inh	USP1 inh	GRP78 ERSR act
- Cc1ccccc1Cn1c(C(=O)O)c(CNCc2cccc(F)c2)c2ccccc21
 : 33%	9%	-13	-1%	0%	0%	-4%	-13%	-3%
- N#CC(C#N)=CN=c1ccn(Cc2ccc(Cl)cc2Cl)cc1
 : ?	10%	-5	5%[2.29 µM]	-10%	-3%	6%	-19%	-5%
- COc1cc(OC)c(C(=O)NCc2ccc3c(c2)OCO3)cc1OC
 : -4%[56.9 µM]	-3%	-8	-5%	-6%	0%	-1%	-14%	-3%
- CC(=C1C(=O)c2ccccc2C1=O)N1CCN(Cc2ccccc2)CC1
 : -33%	-29%	3	7%	-3%	1%	-25%	-20%	-3%
- CC(=O)c1cccc(NC(=O)C2CCCN(c3nnc(-n4cccc4)s3)C2)c1 (stereo not drawn)
 : -18%	13%	3	4%	1%	13%	0%	-22%	-4%
- O=C(/C=C/c1ccc(F)cc1)N1CCCc2ccccc21
 : -16%	-5%[57.1 µM]	-8	-1%[57.1 µM]	-1%	5%	-4%	0%	-3%
- O=C1/C(=C/c2cccs2)Sc2ccccc21
 : -14%	0%	-1	-6%	-6%	-3%	-25%	1%	2%
- CCCC[C@@H]1C=C(C(=O)O)[C@H](c2ccc(Cl)cc2)N1S(=O)(=O)c1ccc(C)cc1
 : 5%	-6%	-8	0%	-11%	4%[38.3 µM]	4%	-19%	-2%

(continued)
SMILES	RGS4 inh	rTrxR1 inhibitor	LDHA inh	TrxR1 substrate	Vif-APOBEC3G blk	IDH1 R132H inh	Vif-A3F inh	USP1 inh	GRP78 ERSR act
CCc1ccccc1N(CC)C(=O)CCc1nc(-c2ccc(C)cc2)no1	-6%	21%[57.1 µM]	-1	7%[57.1 µM]	0%	3%	-15%	-11%	-2%
O=C(c1ccc2c(c1)N(Cc1ccc(F)cc1)C(=O)c1ccccc1S2=O)N1CCOCC1 (stereo not drawn)	-20%	21%	-3	1%	0%	0%	2%	-31%	3%
CCN(CC)C(=O)C1CCCN(C(=O)CCn2nnnc2CN2CCOCC2)C1 (stereo not drawn)	10%	8%	-6	6%	2%	-11%	6%	-12%	-6%
O=C(O)CCC(=O)NNC(=O)c1cccs1	9%	14%[57.1 µM]	-8	-3%[57.1 µM]	0%	21%	8%	-6%	-3%
O=C(c1cc2ccccc2oc1=O)N(Cc1ccco1)CC1CCCO1 (stereo not drawn)	-11%	-16%	-5	5%	0%	0%	-1%	-10%	-2%
COc1ccc(NC(=O)CSc2nnnn2C)cc1	-2%	7%[57.1 µM]	-2	7%[57.1 µM]	4%	-8%	2%	-9%	-1%
C(=NN1CCCCCC1)c1ccc2ccccc2n1	-13%	5%[2.29 µM]	-4	-8%[57.1 µM]	-9%	9%	?	-17%	-14%
O=C1NC(=S)S/C1=C\c1coc2ccc(O)cc2c1=O	15%[11.4 µM]	-15%	-13	-3%	-12%	12%	-18%	-19%	4%
CN(Cc1nc2c(s1)CCCC2)C(=O)CCc1nnc(-c2ccc3c(c2)OCO3)o1	2%	21%	4	11%	-4%	7%	11%	-14%	3%
CCN1CCN(c2ccc(S(=O)(=O)N3CCCCC3)cc2NC(=O)COc2ccccc2)CC1	16%	0%	-6	-12%	-1%	-5%	-15%	-5%	-3%
CCn1nc(NS(=O)(=O)c2ccc(NC(C)=O)cc2)c2cc3ccc(C)cc3nc21	-19%[56.9 µM]	25%[57.1 µM]	1	-8%[57.1 µM]	-9%	3%	2%	-6%	-3%
COc1ccc(-c2nc(CSCC(=O)N3CCN(c4cccc(C)c4C)CC3)c(C)o2)cc1OC	-20%	9%[57.1 µM]	-1	3%[57.1 µM]	3%	18%	0%	-21%	-6%
Brc1ccc(C2=Nn3c(Cn4nnc5ccccc54)nnc3SC2)cc1	-38%	-8%	0	1%	-2%	4%	1%	-6%	3%
Cc1[nH]nc(-c2ccc(OCc3cnn(-c4ccccc4)c3)cc2O)c1Oc1ccc(Cl)cc1	21%	3%[57.1 µM]	-8	-2%[57.1 µM]	?	0%	-13%	4%	11%
Cc1ccc(C(=O)NCCN2C3=NC[C@H](C(C)C)N3C[C@H]2Cc2ccc(O)cc2)cc1Br	8%	22%	-4	9%[57.1 µM]	5%	0%	2%	-6%	-2%
Cc1nc(SCCOc2ccc(Cl)cc2)[nH]c(=O)c1Cc1ccccc1	8%	8%	-10	-1%	·	·	·	-22%	·
Cc1cc(/C(N)=N/OC(=O)c2cccc(Cl)c2)no1	11%	-1%[57.1 µM]	-6	0%[57.1 µM]	-6%	26%	-6%	-9%	0%
CCC(NC(=O)c1ccccc1NC(=O)c1ccc(OC)cc1)C(=O)N1CCCC1 (stereo not drawn)	10%	12%	-4	-3%	-3%	-7%	-5%	-2%	3%
COc1ccc(S(=O)(=O)NC(C)C(=O)NCC2CCCO2)cc1OC (stereo not drawn)	-16%	2%[57.1 µM]	1	-3%[57.1 µM]	1%	-4%	3%	-21%	1%
COc1ccc(-n2c(=O)[nH]c3c(C(N)=O)nc(C4CCCCC4)nc32)cc1	26%	13%	-2	5%	-1%	-22%	5%	-15%	-4%
CC(C)(C)c1cc(C(=O)NCCN2CCCC2)cc(C(C)(C)C)c1	-12%	9%[57.1 µM]	-4	-2%[57.1 µM]	1%	8%	-7%	-15%	-3%
COc1ccc(S(=O)(=O)N2CCCOC2CNC(=O)C(=O)NCc2ccco2)cc1 (stereo not drawn)	-28%	10%[57.1 µM]	1	9%[57.1 µM]	-4%	0%	-2%	2%	-3%
CC[C@@]12C(=O)N(c3cccc(C)c3)C(=O)N1[C@H](c1ccc(Br)cc1)[C@@H]1C(=O)N(C(C)(C)C)C(=O)[C@@H]12	6%	13%	-1	-4%	-12%	2%	1%	8%	1%
COCCNC(=O)c1cccc(OC2CCN(Cc3ccc(C(=O)OC)cc3)CC2)c1	-16%	29%	2	12%	0%	2%	-23%	-16%	-3%
